Screening data (PubChem)
HEK293 NOD2/NF-kB: inhibition of NOD2-driven NF-kB reporter – cell-based, luminescence, uHTS, HEK293 (AID 1566) | HEK293 NOD2/NF-kB luciferase reporter, luminescence; higher % means a stronger effect | 0.63% of 290,000 active | inhibition, % at 4 µM; hits with a dose series show EC50 in µM; further: many of its hits are not listed in these tables
KOR beta-arrestin-1: kappa opioid receptor activators – cell-based, luminescence, uHTS, primary screen (AID 1777); activation, % at 10 µM, or EC50 in µM where a hit was titrated; KOR beta-arrestin recruitment, luminescence; higher % means a stronger effect; 0.02% of 280,000 active; in the data active means activation above about 50%, passing the limit was not always enough; further: a part of the inactive calls stands beside numbers as strong as those of hits
HIV peptide binding: inhibitors of HIV fusion peptide binding, primary screen, biochemical, uHTS, fluorescence dequenching (AID 1986). cell-free peptide binding, fluorescence dequenching, 30 min; higher % means a stronger effect. inhibition, % at 20 µM, or IC50 in µM where a hit was titrated. 0.3% of 290,000 active; in the data active means inhibition mostly above about 52%, no sharp cut-off; inactive means mostly below about 76%; further: some results filed as inactive read as strong as hits
GPR55 activation: GPR55 agonists via beta-arrestin recruitment, primary screen, imaging, U2OS cells, beta-arrestin-GFP redistribution (AID 1961). 0.048% of 290,000 active. U2OS GPR55 beta-arrestin-GFP redistribution imaging; higher % means a stronger effect. one-dose activation, % at 10 µM; EC50 in µM for titrated hits;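 active means activation above 40% with more than 50 cells counted in the well; inconclusive means wells holding fewer than 50 cells, flagged as toxic or sparse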;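 further: U2OS osteosarcoma cells stably expressing GPR55 and beta-arrestin-GFP; plate controls were DMSO negative control for no effect and LPI positive control for full effect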
Myeloid diff MLP: myeloid differentiation induction | ER-HoxA9 myeloid progenitors, lysozyme-GFP differentiation, flow cytometry | calls only at 10 µM | 1% of 360,000 active;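 active means normalized GFP-positive differentiation at or above the plate's own cutoff, the solvent-only control mean plus 3 SD; inconclusive means no clear call, values can overlap the other calls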;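 further: cells exposed to compound for four days before flow analysis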
GPR35 antagonists: GPR35 antagonists blocking zaprinast-driven arrestin recruitment, primary screen, imaging, U2OS, beta-arrestin-GFP, zaprinast agonist (AID 2058) | U2OS GPR35 beta-arrestin-GFP translocation imaging, zaprinast antagonism; higher % means a stronger effect | inhibition, % at 10 µM; hits with a dose series show IC50 in µM | 0.052% of 290,000 active;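 active means inhibition of at least 50% with at least 30 cells and total cytoplasm GFP at most 10,000,000; inconclusive means under 30 cells or total GFP of 10,000,000 plus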
NOD1 inhibition: inhibition of NOD1-driven NF-kB reporter – cell-based, luminescence, uHTS, primary screen (AID 1578); NOD1-driven NF-kB luciferase reporter cells, luminescence; higher % means a stronger effect; inhibition, % at 4 µM, or EC50 in µM where a hit was titrated; 1% of 290,000 active; in the data active means inhibition mostly above about 36%, no sharp cut-off; inactive means mostly below about 34%;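 further: HEK-293T reporter cells stimulated with the NOD1 agonist gamma-tri-DAP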
GPR55 LPI antagonism: inhibition of LPI-stimulated GPR55 beta-arrestin translocation – imaging, U2OS, beta-arrestin-GFP, LPI agonist, primary screen (AID 2013); U2OS GPR55 beta-arrestin-GFP translocation imaging, LPI antagonism; higher % means a stronger effect; inhibition, % at 10 µM, or IC50 in µM where a hit was titrated; 0.13% of 290,000 active;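 active means spots per cell inhibited over 60%, with over 100 cells counted and total cytoplasm intensity under 500,000; inconclusive means wells with under 100 cells, flagged as likely toxic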;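 further: U2OS cells stably carrying GPR55 and arrestin-GFP stimulated by 5 µM LPI near EC80; imaged beta-arrestin-GFP aggregate spots per cell after agonist stimulation; plate controls were LPI-stimulated DMSO wells for no effect and DMSO wells without LPI for full effect; some results filed as inactive read as strong as hits; confirmed hits need IC50 under 10 µM and bright autofluorescent wells are also inconclusive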
KOR beta-arrestin-2: kappa opioid receptor blockers – cell-based, luminescence, uHTS (AID 1778); inhibition, % at 10 µM, or IC50 in µM where a hit was titrated; 0.091% of 290,000 active; KOR beta-arrestin recruitment, luminescence, antagonist mode; higher % means a stronger effect; further: strong numbers were not always called active
Myeloid diff MLP GFP+ MAC1+ %: recorded beside Myeloid diff MLP, whose call it bears; GFP+ MAC1+ double positive, %; measured here: differentiation confirmed by MAC1 staining
An asterisk follows results filed as active; i = inactive; u = inconclusive; x = no result given; + = active, no number; [ ] = remark or other dose. Unless noted, no stated cut-off is given here; in the data, active means inhibition above about 50%; inactive means the rest. Not all compounds are listed; the hit share may differ from the screen's.

structure,HEK293 NOD2/NF-kB,KOR beta-arrestin-1,HIV peptide binding,GPR55 activation,Myeloid diff MLP,Myeloid diff MLP GFP+ MAC1+ %,GPR35 antagonists,NOD1 inhibition,GPR55 LPI antagonism,KOR beta-arrestin-2
COc1ccc(OC(=O)N(C)C)c(CN(C)C)c1,17%,0.3%,0.5%,-0.1%,i,0.9,-10%,-12%,16%,-5%
CN1CCc2nc3ccc(F)cc3c(C(N)=O)c2C1,10%,1.0%,-0.1%,0.2%,i,0.6,0%,2%,-1%,-16%
CN(C)S(=O)(=O)c1cccc(C(=O)N2CCC(C(=O)O)(c3ccccc3)CC2)c1,4%,4.4%,-0.1%,-0.2%,i,0.8,9%,-32%,9%,1%
O=C(CCN1CCCCC1)Nc1ccc(Br)cc1C(=O)c1ccccc1,0%,-1.4%,-0.3%,0.6%,i,0.4,5%,-5%,8%,0%
O=C(c1cc(=O)[nH]c2ccc(Br)cc12)N1CCC2(CC1)OCCO2,7%,0.3%,-1.4%,-0.1%,i,2.0,-1%,6%,25%,0%
O=C(Cc1ccccc1)Oc1cccc(-n2cnnn2)c1,3%,5.5%,-1.2%,0.2%,i,0.1,16%,-14%,2%,-49%[20 µM]
COc1ccc(-n2c(-c3ccco3)nc3ccccc3c2=O)cc1,0%,x,-0.7%,-0.1%,i,0.3,9%,-34%,5%,21%[20 µM]
CC(N)Cc1c[nH]c2cc3c(cc12)OCCO3 (stereo not given),-5%,-1.7%,-1.7%,-0.1%,i,1.4,-3%,-16%,-4%,2%
NC(=S)/N=C/c1c(O)[nH]c(=O)[nH]c1=O,7%,-4.4%,5.9%,0.0%,i,0.2,-4%,-38%,-17%,-23%
CC1CN=C(Nc2cccc3ccccc23)S1 (stereo not given),0%,0.5%,22%,-0.1%,i,0.6,5%,2%,-10%,-3%
CN(C)C1=NC(N(C)C)=NP(N(C)C)(N(C)C)=N1,18%,2.0%,8.2%,0.1%,i,0.5,-4%,-17%,5%,-16%
O=C(Nc1ccc(F)cc1)OC1CN2CCC1CC2 (stereo not given),8%,1.9%,1.1%,-0.2%,i,0.7,8%,-12%,2%,11%
O=C(COc1ccccc1)N1CCN(C/C=C/c2ccccc2)CC1,-3%,-0.5%,1.2%,-0.1%,i,0.9,-6%,-19%,32%,5%
COc1ccccc1CN1CCN(C(=O)COc2cccc(C)c2)CC1,-5%,-3.5%,-3.2%,-0.2%,i,0.5,16%,-30%,22%,35%
COC(=O)COc1cc(C)cc2oc(=O)c3c(c12)CCCC3,10%,4.7%,-1.0%,-0.2%,i,3.3,-15%,-34%,6%,34%
COc1ccc(N=Cc2c(O)n(C)c(=O)n(C)c2=O)cc1,4%,-3.8%,-0.8%,0.4%,i,1.0,-24%,-13%,-9%,16%
CCOCC(=O)NC1CCSC1=O (stereo not given),-15%,28%,0.7%,-0.2%,i,1.4,0%,-20%,3%,-17%
CCC(=NCc1cc(OC)cc(OC)c1)c1c(O)[nH]c(=O)[nH]c1=O,12%,8.7%,0.2%,0.1%,i,0.3,-10%,-7%,-7%,12%
CNCC(O)c1cccc(OC(=O)c2ccccc2C)c1 (stereo not given),16%,1.2%,-2.9%,-0.2%,i,0.2,1%,-20%,7%,-30%
Oc1ccc(Br)cc1CN1CCN(c2ccccc2)CC1,10%,0.9%,-2.7%,-0.1%,i,2.7,7%,-23%,-4%,24%

Single records, from the list above:
Record of COc1ccc(-n2c(-c3ccco3)nc3ccccc3c2=O)cc1 → HEK293 NOD2/NF-kB = 0%; KOR beta-arrestin-1 = x; HIV peptide binding = -0.7%; GPR55 activation = -0.1%; Myeloid diff MLP = i; Myeloid diff MLP GFP+ MAC1+ % = 0.3; GPR35 antagonists = 9%; NOD1 inhibition = -34%; GPR55 LPI antagonism = 5%; KOR beta-arrestin-2 = 21%[20 µM]
Record of COC(=O)COc1cc(C)cc2oc(=O)c3c(c12)CCCC3 → HEK293 NOD2/NF-kB = 10%; KOR beta-arrestin-1 = 4.7%; HIV peptide binding = -1.0%; GPR55 activation = -0.2%; Myeloid diff MLP = i; Myeloid diff MLP GFP+ MAC1+ % = 3.3; GPR35 antagonists = -15%; NOD1 inhibition = -34%; GPR55 LPI antagonism = 6%; KOR beta-arrestin-2 = 34%

(cont.)
structure,HEK293 NOD2/NF-kB,KOR beta-arrestin-1,HIV peptide binding,GPR55 activation,Myeloid diff MLP,Myeloid diff MLP GFP+ MAC1+ %,GPR35 antagonists,NOD1 inhibition,GPR55 LPI antagonism,KOR beta-arrestin-2
OC(CNC1CCCCC1)c1ccccc1 (stereo not given),-1%,3.9%,2.8%,-0.1%,i,0.4,4%,4%,2%,-10%
COc1ccc(C(=O)C2CCCN(C3CSCCSC3)C2)cc1OC (stereo not given),-11%,-1.5%,-1.1%,-0.1%,i,0.0,6%,-33%,5%,-21%
CC(C)n1c(O)c(C=NCc2cccnc2)c(=O)[nH]c1=S,8%,3.8%,0.2%,0.2%,i,0.9,-7%,-3%,7%,11%
O=C1NC(=O)N(c2ccccc2)C(=O)/C1=C\c1ccc([N+](=O)[O-])s1,25%,6.9%,61%,-0.1%,x,x,-16%,5%,-4%,13%
COc1cc(/C=C/c2nc3ccccc3c(=O)n2-c2ccc(O)cc2)ccc1O,23%,0.3%,-0.9%,-0.1%,+,9.0*,-1%,1%,5%,13%
CP(=O)(Nc1ccc(Cl)cc1)c1nc2c(s1)CCCC2 (stereo not given),4%,-0.6%,0.4%,0.4%,i,0.2,0%,-8%,12%,-4%
C=CCn1c(O)c(C(C)=NC2CC2)c(=O)[nH]c1=O,5%,-0.9%,-3.5%,-0.2%,i,0.8,-11%,-5%,2%,35%
CC1=C(/C=C/c2ccccc2)CCN(C)C1,16%,1.5%,-0.8%,0.0%,i,5.5,-5%,5%,16%,4%
O=C(Cc1cccs1)N1CCC2(CC1)OCCO2,8%,-1.8%,1.0%,0.0%,i,8.3,2%,-7%,4%,26%
COc1ccc(-n2c(O)c(C(C)=NC3CC3)c(=O)[nH]c2=O)cc1,3%,2.9%,0.3%,-0.1%,i,0.9,4%,-4%,-5%,-54%
CCOc1ccc(-n2c(O)c(C=NCCCn3ccnc3)c(=O)[nH]c2=O)cc1,13%,-2.2%,1.6%,0.2%,i,0.7,-15%,-6%,5%,-24%
CN1C(=O)/C(=C\N2CCc3ccccc32)C(=O)NC1=S,-15%,-1.8%,30%,-0.2%,i,1.2,-30%,-21%,-11%,0%
CC[C@@H](C(N)=O)N1CCCC1=O,12%,-6.6%,-0.8%,-0.5%,x,x,-10%,-5%,14%,14%
CC1(C)OC1COc1c2occc2cc2ccc(=O)oc12 (stereo not given),7%,1.2%,3.4%,0.2%,i,1.9,10%,-11%,9%,20%
CC1(C)C2([N+](=O)[O-])CN3CC1([N+](=O)[O-])CN(C2)C3c1cccnc1 (stereo not given),-5%,2.0%,0.0%,-0.2%,i,0.5,-3%,-10%,-2%,-10%
O=P(NC(c1ccccc1)c1ccccc1)(Oc1ccccc1)Oc1ccccc1,-7%,3.2%,-1.4%,-0.2%,i,0.7,12%,-15%,6%,2%
O=C1NC(=O)C2(Cc3ccccc3N3CCCC32)C(=O)N1 (stereo not given),5%,-5.2%,2.2%,0.3%,i,5.4,6%,11%,2%,13%
O=C(c1ccc(F)c([N+](=O)[O-])c1)N1CC2CC(C1)c1cccc(=O)n1C2 (stereo not given),8%,-6.5%,-0.8%,0.7%,i,2.3,-15%,6%,-17%,9%
CN1CCN(c2ccc(Cl)cc2N)CC1,11%,x,0.1%,-0.1%,i,0.4,-1%,-38%,10%,-2%[20 µM]
O=S(=O)(c1ccccc1)N1CCN2CCCC2C1 (stereo not given),0%,-7.4%,0.4%,-0.1%,i,0.4,2%,-10%,2%,-13%

Carrying on:
structure,HEK293 NOD2/NF-kB,KOR beta-arrestin-1,HIV peptide binding,GPR55 activation,Myeloid diff MLP,Myeloid diff MLP GFP+ MAC1+ %,GPR35 antagonists,NOD1 inhibition,GPR55 LPI antagonism,KOR beta-arrestin-2
CN(C)C1=NP(N(C)C)(N(C)C)=NC(c2ccccc2)=N1,-23%,12%,-2.6%,-0.2%,i,0.7,12%,8%,5%,-2%
CCc1ccc(OCC(=O)Nc2ccc(-c3cc4ccccc4oc3=O)c(OC)c2)cc1,5.2µM*,-0.1%,0.3%,0.8%,i,0.7,-3%,2.2µM*,-10%,-34%
CCOP(=O)(OCC)c1cc(C)c(O)c(C(C)(C)C)c1,7%,-1.0%,-1.6%,-0.1%,i,0.3,8%,-1%,-8%,26%
Cc1ccc(N2C(=O)NC(=O)/C(=C\c3cn(CC(=O)O)c4ccccc34)C2=O)cc1,9%,13%,14%,-0.3%,x,x,-3%,-10%,4%,-11%[20 µM]
Cc1cc(Cl)ccc1OCC(=O)O,-15%,14%,-1.8%,0.0%,i,1.7,13%,-33%,2%,-2%
CC1=CC(=O)OC2CC3OC4C[C@@H](C)C5OC6CC7O[C@]8(C)C/C=C\C9OC%10CC%11OC(CC(C)CO)CC(O)[C@]%11(C)OC%10CC9OC8C[C@]7(C)O[C@]6(C)CCC5OC4C[C@]3(C)OC12 (stereo not given in full),8%,-2.3%,-1.0%,0.1%,i,2.4,6%,-6%,15%,3%
O=C1Nc2ccccc2C(c2ccccc2)=NC1O (stereo not given),11%,-1.7%,-2.5%,0.2%,i,0.9,-5%,1%,-4%,14%
CCNCC(O)c1cccc(O)c1 (stereo not given),23%,-3.7%,-0.3%,-0.1%,i,2.8,-9%,-9%,-1%,-58%[20 µM]
CCOC(=O)c1c(N)n(Cc2ccccc2)c2nc3ccccc3nc12,-22%,-4.1%,-0.8%,-0.1%,i,3.9,-7%,-16%,-6%,-19%
O=c1c2ccccc2nc(/C=C/c2ccc(F)cc2)n1-c1ccccc1O,-22%,1.4%,6.3%,1.1%,i,0.3,-8%,29%,-9%,-8%
N#Cc1ccc(NC(=O)CN2CCCCCC2)cc1Cl,-6%,-2.5%,1.7%,-0.2%,u,x,-8%,2%,18%,-38%
COc1ccc2c(C)c(CCC(=O)N3C[C@H]4C[C@@H](C3)c3cccc(=O)n3C4)c(=O)oc2c1,5%,-3.9%,2.0%,0.6%,i,2.5,-4%,-5%,-12%,17%[20 µM]
O=C(Cc1c(Cl)cccc1Cl)N1CCN(Cc2ccccc2)CC1,-34%,1.9%,-1.8%,x,i,1.9,12%,34%,-1%,-14%
CCCCCCC(=O)N/N=C/c1c(O)n(CCCC)c(=S)[nH]c1=O,0%,3.4%,34%,-0.2%,i,1.9,-6%,3%,10%,0%
CC(C)(C)C(=O)OCC12CCC(O1)C1(C)C(=O)OCC21 (stereo not given),2%,-0.3%,-1.8%,-0.2%,i,0.2,5%,30%,8%,x
